# Screening data from PubChem.
# M. tuberculosis HTS: M. tuberculosis growth inhibition, HTS (AID 449762); actives 0.59% (n = 330,000); one-dose inhibition, % at 25 µM; IC50 in µM for titrated hits; M. tuberculosis H37Rv growth inhibition, 7H9 media; higher % means a stronger effect; in the data active means a potency from the dose series; inconclusive means inhibition above about 70% without an active follow-up result;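 further: bacterial growth assessed after seven days of incubation; strong numbers were not always called active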
# Salmonella PhoP GFP: PhoP regulon inhibitors, Salmonella typhi PhoP promoter GFP reporter, confirmatory (AID 1850). Salmonella Typhi PhoP-promoter GFP reporter, fluorescence, 4 h; higher % means a stronger effect. inhibition, % at 50 µM, or IC50 in µM where a hit was titrated. actives 0.33% (n = 310,000); in the data active means a potency from the dose series; inconclusive means inhibition mostly from about 25% at the one dose, without a potency; inactive means the rest, 99 in 100 with inhibition below about 19%;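 further: 0% = induced wells with vehicle and 100% = uninduced wells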
# VEEV TC-83 Vero: inhibitors of VEEV TC-83 cytopathic effect, confirmation, Vero cells (AID 588727) | Vero cells, VEEV TC-83 cytopathic effect inhibition; higher % means a stronger effect | inhibition, % at 20 µM; hits with a dose series show IC50 in µM | actives 0.13% (n = 350,000); in the data active means a potency from the dose series; inconclusive means inhibition mostly from about 14% at the one dose, without a potency; inactive means the rest, 99 in 100 with inhibition below about 12%; further: strong numbers were not always called active
# M. tuberculosis: growth inhibition of non-replicating M. tuberculosis (AID 488890); Mycobacterium tuberculosis non-replicating, growth inhibition; higher % means a stronger effect; inhibition, % at 25 µM; hits with a dose series show IC50 in µM; actives 0.39% (n = 320,000); in the data active means a potency from the dose series; inconclusive means inhibition mostly from about 82% at the one dose, without a potency; inactive means the rest, 99 in 100 with inhibition below about 76%;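 further: plate controls were DMSO cells for no effect and high antibiotic wells for full effect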
# influenza NS1A: H1N1 influenza NS1A inhibitors, functional cell based assay (AID 504329); NS1A functional cell-based assay, percent inhibition; higher % means a stronger effect; one-dose inhibition, % at 12.5 µM; IC50 in µM for titrated hits; actives 0.3% (n = 340,000); in the data active means a potency from the dose series; inconclusive means inhibition above about 27% without an active follow-up result; further: strong numbers were not always called active
# VEEV TC-83 Vero 10K pilot screen: recorded beside VEEV TC-83 Vero, whose call it bears; inhibition, %; measured here: 10K pilot screen inhibition
# * = called active by the depositor; i = inactive; ? = inconclusive; · = not tested or not shown.
SMILES,M. tuberculosis HTS,Salmonella PhoP GFP,VEEV TC-83 Vero,M. tuberculosis,influenza NS1A,others
Cc1cccc(C2c3[nH]c4ccccc4c3CCN2C(=O)c2ocnc2C)n1 (stereo unspecified),-2%,0%,8.6%,-11%,1%,
Cc1ccc(NC(=O)COc2ccccc2)c(NC(=O)c2ccccc2C)c1,4%,-6%,2.6%,-2%,11%,
Cc1ccc(N2CC(C(=O)N3CCc4ccccc4C3)CC2=O)cc1 (stereo unspecified),-1%,-7%,1.0%,11%,5%,
Cc1csc(=O)n1CC(=O)OCC(=O)c1c(N)n(C)c(=O)n(C)c1=O,-7%,1%,1.5%,-4%,-13%,
CCOC(=O)c1c(-c2ccc(F)cc2)csc1/N=C/N(C)C,2%,-8%,2.7%,52%,6%,
CCOC(=O)C1CCN(C(c2cccs2)c2sc3nc(C)nn3c2O)CC1 (stereo unspecified),-3%,-5%,0.8%,-12%,3%,
CCCCN(C(=O)CCC(=O)Nc1cc(C)on1)C(C(=O)NC1CCCC1)c1ccccc1C (stereo unspecified),3%,16%,i,8%,7%,
Cc1ccc(NC(=O)c2cccc3cccnc23)cc1,46%,1%,5.2%,66%,12%,
CCOC(=O)CNS(=O)(=O)c1ccc(S(=O)(=O)NC2CC2)cc1,0%,-3%,i,14%,-3%,
O=C(N/N=C(\c1ccccc1)c1ccccn1)c1cccc([N+](=O)[O-])c1,?,-32%,?,1.9µM*,13%,
CCN1C(=O)[C@@H]2[C@H](C1=O)[C@@H]1CC(C(=O)OC)=C[C@@H](C(=O)OC)C3C1=C(C(=O)C3(CC)CC)[C@@H]2C (stereo partly specified),6%,-2%,·,19%,·,
O=C(/C=C/c1ccccc1)N1CCN(c2c(Cl)cccc2[N+](=O)[O-])CC1,-4%,-7%,i,12%,0%,
O=C(O)c1cccc2c1Cc1cc([N+](=O)[O-])ccc1-2,·,·,0.6%,·,-19%,
O=[N+]([O-])c1cc2c(cc1/C=N/Nc1nc(N3CCCC3)nc(N3CCCC3)n1)OCO2,7%,-4%,2.8%,-7%,13%,
Cc1cccc(OCc2nc(-c3ccc(-n4cccc4)cc3)no2)c1,-3%,·,0.6%,·,1%,
COc1ccc(-c2cc(-c3ccco3)[nH]c(=O)c2C#N)cc1OC,5%,-5%,3.2%,-7%,-14%,
CCOC(=O)c1[nH]c(C)c(/C(O)=C2\C(=O)C(=O)N(CCN3CCOCC3)C2c2cccs2)c1C (stereo unspecified),-9%,1%,1.2%,-3%,4%,
CC[C@]12c3[nH]c4cc(-c5ccco5)ccc4c3CCN1C(=O)[C@@H](CC(=O)NCc1cccc(C(F)(F)F)c1)C[C@@H]2C(=O)N1CCN(C(=O)C2CC2)CC1,·,·,i,·,-5%,
COc1ccc(CCn2c(NN=C(C)C)nc3c2c(=O)[nH]c(=O)n3C)cc1,2%,-2%,i,1%,0%,
Cc1[nH]c(=O)c(C(=O)/C=C/c2ccccc2)c2c1CCCC2,66%,-8%,6.2%,62%,11%,

# Molecules above that have a nitro group on carbon, in the order listed:
SMILES,M. tuberculosis HTS,Salmonella PhoP GFP,VEEV TC-83 Vero,M. tuberculosis,influenza NS1A,others
O=C(N/N=C(\c1ccccc1)c1ccccn1)c1cccc([N+](=O)[O-])c1,?,-32%,?,1.9µM*,13%,
O=C(/C=C/c1ccccc1)N1CCN(c2c(Cl)cccc2[N+](=O)[O-])CC1,-4%,-7%,i,12%,0%,
O=C(O)c1cccc2c1Cc1cc([N+](=O)[O-])ccc1-2,·,·,0.6%,·,-19%,
O=[N+]([O-])c1cc2c(cc1/C=N/Nc1nc(N3CCCC3)nc(N3CCCC3)n1)OCO2,7%,-4%,2.8%,-7%,13%,

# Next part.
SMILES,M. tuberculosis HTS,Salmonella PhoP GFP,VEEV TC-83 Vero,M. tuberculosis,influenza NS1A,others
COc1cc(CNn2c(C)n[nH]c2=S)cc(Cl)c1OCc1ccc(F)cc1,54%,-4%,0.1%,0%,-1%,
Cc1cccc(C)c1NC(=O)C1CCCN(CCCc2ccccc2)C1 (stereo unspecified),·,·,0.3%,·,7%,
CC[C@]12c3[nH]c4ccc(Cl)cc4c3CCN1C(=O)[C@@H](CC(=O)NCC13CC4CC(CC(C4)C1)C3)C[C@@H]2C(=O)N1CCN(C(=O)c2ccco2)CC1,·,·,8.5%,·,-7%,
Cn1c(SCC(=O)NCc2ccco2)nnc1-c1ccccc1,-13%,2%,0.5%,-7%,-3%,
CCOC(CC(=O)NNC(=O)c1c(-c2ccccc2Cl)noc1C)OCC,-17%,2%,0.0%,-16%,-1%,
CSCCC(NC(=O)COc1ccccc1)C(=O)N1CCOCC1 (stereo unspecified),4%,·,i,-16%,-14%,
CC(=O)NC(Cc1ccccc1)C(=O)OCC(=O)c1ccccc1 (stereo unspecified),5%,0%,1.3%,-13%,3%,
CC1Cc2ccccc2N1S(=O)(=O)c1cccc(C(=O)c2nccn2C)c1 (stereo unspecified),-2%,2%,i,3%,-3%,
O=S(=O)(c1ccccc1)N1CCC2(CC1)OCCN2S(=O)(=O)c1cccs1,·,·,0.9%,·,-2%,
Cc1cc(N2CCC(C(=O)Nc3ccc(F)cc3)CC2)nc(-c2ccccc2)n1,67%,9%,i,32%,19%,
COCCC(=O)N1CCC(Oc2ccc(C(=O)N(C)Cc3cc(C)no3)cc2)CC1,-7%,-6%,2.8%,-8%,-11%,
O=c1nc(C(F)(F)F)nc2ccccn12,-12%,13%,1.4%,-1%,-1%,
CCOC(=O)Cc1ncccc1C(=O)Nc1ccc(OC)cc1,3%,-1%,1.5%,-4%,1%,VEEV TC-83 Vero 10K pilot screen=4.3
Cc1ccc(C(=O)N2N=C(c3ccccc3O)CC2c2ccccc2)cc1 (stereo unspecified),9%,5%,0.6%,-9%,-11%,
C=CCn1c(C)cc(C(=O)CN2C(=O)NC3(CCCc4ccccc43)C2=O)c1C (stereo unspecified),2%,-4%,0.2%,0%,-14%,
CCN(CC)S(=O)(=O)c1ccc(-n2c(=O)c(C(C)C)c(C)n2C)cc1,-9%,3%,0.1%,2%,0%,
Cc1ccccc1NC(=O)Cc1nc(COC(=O)c2ccc(O)cc2O)cs1,-7%,-6%,7.5%,37%,16%,
O=C(COc1ncnc2cc([N+](=O)[O-])ccc12)NCc1ccc2c(c1)OCO2,2%,-2%,0.2%,2%,11%,
CCOC(=O)C1=C(CP(=O)(c2ccccc2)c2ccccc2)NC(=O)NC1c1ccc(Cl)cc1 (stereo unspecified),-6%,3%,i,5%,0%,
C/C(=N\NC(=O)c1cc(-c2ccc(C)s2)[nH]n1)c1ccncc1,-2%,8%,7.5%,26%,1%,
CC(C)C1Oc2ccccc2N(CC(=O)N2CCOCC2)C1=O (stereo unspecified),-2%,9%,2.7%,-2%,-1%,
CC(C)=NNc1cc([N+](=O)[O-])cc2c1C(=O)N(C)S2=O (stereo unspecified),1%,8%,0.5%,2%,-7%,
COc1ccc(C2=NOC3(CC(=O)N(c4ccc(F)cc4)C3=O)C2)c(OC)c1 (stereo unspecified),1%,4%,2.1%,2%,12%,
CC(=O)Nc1sc2c(c1CN1CCN(c3ccccn3)CC1)CCCC2,7%,-6%,0.2%,31%,8%,VEEV TC-83 Vero 10K pilot screen=2.2
CCN(C(=O)COC(=O)c1cccc(-n2cnnn2)c1)C1CCCCC1,4%,-4%,0.1%,16%,-5%,
O=C(c1ccccc1)c1ccc2ccccc2c1,·,·,4.1%,·,-8%,
COC(=O)C(C)n1cnc2c(nnn2-c2cccc(Cl)c2)c1=O (stereo unspecified),-8%,-3%,0.9%,-20%,-16%,
Fc1ccc(NC(=S)N/N=C/c2cccc(Br)c2)c(F)c1,-1%,-5%,1.4%,-8%,-3%,
Cc1ccc(CC2S/C(=N/N=C/c3ccco3)NC2=O)cc1 (stereo unspecified),1%,-11%,i,19%,2%,
Cc1cc(Br)c(NC(=O)COC(=O)C2CC2C)c(Br)c1 (stereo unspecified),60%,-2%,0.2%,68%,-1%,
CCCCn1nc2cc(C(=O)NCC34CC5CC(CC(C5)C3)C4)ccc2c1OC,3%,1%,1.2%,6%,-11%,
Cc1ccc(S(=O)(=O)N(C)C)cc1NC(=O)COC(=O)c1c(-c2ccccc2)noc1C,-6%,-3%,7.9%,22%,0%,
CC(=O)Nc1ccc(S(=O)(=O)NC(CC(=O)O)c2ccc(C)cc2)cc1 (stereo unspecified),-11%,-13%,i,-3%,-4%,
CCOC(=O)Cc1csc(NC(=O)c2cc3ccccc3o2)n1,-1%,2%,0.6%,47%,-5%,
Cc1cccc2cc(CN(Cc3ccc(F)cc3)C(=O)N3CCOCC3)c3nnnn3c12,1%,-6%,1.8%,8%,-4%,
Cn1nc(C(F)(F)F)cc1C(=O)Nc1ccc(Cl)cc1,6%,1%,i,22%,4%,
C=CCn1c(O)c(C(CC)=NCCN2CCOCC2)c(=O)[nH]c1=O,5%,-2%,3.0%,6%,5%,
CN1CCN(c2nc(-c3ccccc3Cl)nc3ccccc23)CC1,-6%,5%,0.4%,-2%,-7%,
O=C(NNc1c2ccccc2nc2ccccc12)c1ccc(Cl)cc1,7%,-1%,i,-2%,24%,
CN(CC(=O)OCC(=O)NC1CCCC1)S(=O)(=O)c1ccc(Cl)cc1,-5%,·,0.4%,11%,1%,
Cc1cc2c(cc1C)NC(c1cccnc1)C1=C(CC(C)(C)CC1=O)N2 (stereo unspecified),-1%,-4%,1.1%,3%,8%,
CN(C)CCN(CC1CCCN(Cc2ccccc2F)C1)C(=O)c1ccc(Cl)cc1 (stereo unspecified),-5%,9%,i,24%,-24%,
Cc1ccc2oc(C(=O)N3CCC(C(N)=O)(N4CCCCC4)CC3)c(C)c2c1,0%,5%,0.6%,21%,-4%,
CC(=O)c1cccc(NC(=O)C(NC(C)C)c2ccccc2)c1 (stereo unspecified),-1%,-12%,0.5%,5%,-16%,
CCOC(=O)CNC(=O)/C=C/c1ccc2c(c1)OCO2,6%,2%,i,15%,0%,
CSc1ncccc1C(=O)OCc1cccc([N+](=O)[O-])c1,10%,21%,0.5%,3%,3%,
COc1cccc(/C=C(\C(=O)O)c2ccccc2)c1,10%,-9%,0.7%,12%,12%,
Cc1ccc(S(=O)(=O)N(Cc2ccc(F)cc2)Cc2ccco2)cc1,9%,4%,2.9%,22%,-8%,
CN(C)CC(C)(C)CNS(=O)(=O)c1ccc(OC(F)(F)F)cc1,5%,-10%,i,-4%,-3%,
Cc1cc(=O)n2[nH]nnc2n1,6%,-1%,3.6%,1%,2%,
# New compounds follow:
SMILES,M. tuberculosis HTS,Salmonella PhoP GFP,VEEV TC-83 Vero,M. tuberculosis,influenza NS1A,others
O=C1CCC/C=C\C[C@H](CC(=O)N(CCO)Cc2ccccc2)C(=O)N2CCC[C@@H]2CO1,1%,·,0.0%,12%,-1%,
COc1ccc(C(=O)O/N=C(/c2ccccc2)c2ccncc2)cc1OC,?,-5%,3.5%,71%,10%,
O=C(CSc1nc(NS(=O)(=O)c2ccccc2)cc(=O)[nH]1)Nc1ccccc1C(F)(F)F,5%,-3%,2.7%,4%,2%,
CC(=O)Nc1ccc(C(=O)COC(=O)Cc2ccsc2)c(F)c1,-1%,·,?,7%,8%,
CCOC(=O)C1CCCN(C(=O)c2ccc(OCC)cc2)C1 (stereo unspecified),3%,1%,3.2%,0%,-3%,
COc1cc(CC(=O)OCC(=O)NC2CCCC2)cc(OC)c1OC,-2%,·,i,3%,-8%,
O=C(Cn1nnc(-c2ccncc2)n1)N1CCc2ccccc21,3%,1%,0.9%,3%,-8%,
CCOCCc1nnc(NC(=O)c2ccc(OC)c(OC)c2)s1,-11%,1%,3.6%,-11%,1%,
COc1ccc(CCNC(=O)c2ccccc2NS(=O)(=O)c2c(F)cccc2F)cc1,6%,9%,4.7%,7%,5%,
NC(=O)NC(CC(=O)NNC(=O)c1ccccn1)c1ccc(Cl)cc1 (stereo unspecified),-10%,·,2.5%,0%,-17%,
Cc1cc(C)cc(N(CCC#N)C(=O)COC(=O)CN2C(=O)NC(C)(C)C2=O)c1,-5%,4%,1.4%,-10%,-12%,
N#CC(C#N)=C1C=CC=CN1/C(=C\c1ccccc1)C(=O)c1cccs1,0%,-3%,2.6%,35%,7%,

# Sorted by length of the SMILES (ascending): part of the list above
SMILES,M. tuberculosis HTS,Salmonella PhoP GFP,VEEV TC-83 Vero,M. tuberculosis,influenza NS1A,others
CCOC(=O)C1CCCN(C(=O)c2ccc(OCC)cc2)C1 (stereo unspecified),3%,1%,3.2%,0%,-3%,
O=C(Cn1nnc(-c2ccncc2)n1)N1CCc2ccccc21,3%,1%,0.9%,3%,-8%,
CC(=O)Nc1ccc(C(=O)COC(=O)Cc2ccsc2)c(F)c1,-1%,·,?,7%,8%,
